Screening results (PubChem)
S100A4 MyoIIA – blocks human S100A4 binding to myosin IIA peptide; inhibition, % at 10.7 µM; P26447; 360,000 compounds, 0.14% hits; S100A4/TAMRA-MyoIIA peptide fluorescence polarization;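 active = mean inhibition of at least 70% across replicates, with every replicate also reaching that level; inconclusive = mean inhibition reaches 70% but some replicates fall short; inactive = mean inhibition below 70%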
Target sequence (P26447 whole entry, looked up): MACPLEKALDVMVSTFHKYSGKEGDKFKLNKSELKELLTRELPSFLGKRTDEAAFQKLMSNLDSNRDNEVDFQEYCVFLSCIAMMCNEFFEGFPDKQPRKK
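System – human S100A4 monomer protein, biochemical binding assay · Buffer or medium – Calcium-containing HEPES buffer, pH 7.2 · Timing – 5 min between mix addition and reading · Also added – TAMRA-labelled myosin IIA heavy-chain peptide probe, 5 nM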
RAD54 branch – blocks human RAD54 Holliday junction branch migration; 360,000 compounds, 0.14% hits; inhibition, % at 10.4 µM; AID 602329; FAM/BHQ fluorescence; Q92698;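 active = mean normalized replicate activity at least 40 and at least half of replicates scoring 40 or more; inconclusive = only one of the two criteria met; inactive = mean below 40 and under half of replicates reaching 40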;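 also: 0% = median of neutral control wells and 100% = median of positive control wells; inhibitors cause a drop in the FAM fluorescence signal; in these data hits start at about 50%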
RAD52 anneal inh – RAD52 (human) annealing inhibition. P43351. recombinant RAD52 DNA annealing, FRET fluorescence. inhibition, % at 18.7 µM. 360,000 compounds, 0.46% hits;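 active = every replicate showing at least 50% inhibition; inconclusive = mean inhibition at least 50% but not in every replicate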
Xi reactivation – X-chromosome reactivation activator | XiGFP mouse fibroblasts, % GFP-positive cells imaging, 3 d; cells co-treated with 5-aza-dC sensitizer; scaled so ellipticine positive control = 100% | activation, % at 7.58 µM | 360,000 compounds, 0.055% hits | AID 743238;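 active = mean normalized replicate activation at least 10% and every replicate at or above 10%; inconclusive = only one of the two criteria met; inactive = mean below 10% and not all replicates reach 10%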;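 also: 0% = median of on-plate neutral control wells and 100% = ellipticine 6 µM median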
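System: XiGFP fibroblasts, SV40-immortalized. Medium: DMEM plus 5-aza-dC sensitizer. Doses: single point. Timing: 3 d treatment, 15 min room-temperature fixation. Control set: ellipticine 6 µM.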
esBAF inh – SWI/SNF esBAF complex inhibition; 350,000 compounds, 2% hits; mouse ES cells, Bmi1-luciferase knock-in reporter, 24 h; 100% = twice the neutral-well signal; AID 602393; reporter increase, % at 12.5 µM; in the data active = activation above about 40%; inconclusive = no clear call, values can overlap the other calls;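 also: 0% = median of the plate's neutral control wells and 100% = double that signal; a rise in the Bmi1 reporter signal indicates esBAF inhibition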
E-selectin induc – E-selectin induction on HUVECs | P16581 | HUVEC E-selectin immunofluorescence imaging; normalized: neutral wells 0, TNF-alpha wells 100 | activation, % at 7.58 µM | 260,000 compounds, 0.37% hits | AID 686992;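 active = mean E-selectin-positive cell signal at least 10% of the positive control, reached in at least 60% of replicates, without over 20% cell loss; inconclusive = no rule given, readout overlaps actives, possibly toxicity-flagged; inactive = the rest, including those meeting only one limit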;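 also: in these data hits start at about 27%; measured in HUVEC primary endothelial cells; signal is the percent of cells scored E-selectin positive by PE staining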
Target sequence (P16581 whole entry, looked up): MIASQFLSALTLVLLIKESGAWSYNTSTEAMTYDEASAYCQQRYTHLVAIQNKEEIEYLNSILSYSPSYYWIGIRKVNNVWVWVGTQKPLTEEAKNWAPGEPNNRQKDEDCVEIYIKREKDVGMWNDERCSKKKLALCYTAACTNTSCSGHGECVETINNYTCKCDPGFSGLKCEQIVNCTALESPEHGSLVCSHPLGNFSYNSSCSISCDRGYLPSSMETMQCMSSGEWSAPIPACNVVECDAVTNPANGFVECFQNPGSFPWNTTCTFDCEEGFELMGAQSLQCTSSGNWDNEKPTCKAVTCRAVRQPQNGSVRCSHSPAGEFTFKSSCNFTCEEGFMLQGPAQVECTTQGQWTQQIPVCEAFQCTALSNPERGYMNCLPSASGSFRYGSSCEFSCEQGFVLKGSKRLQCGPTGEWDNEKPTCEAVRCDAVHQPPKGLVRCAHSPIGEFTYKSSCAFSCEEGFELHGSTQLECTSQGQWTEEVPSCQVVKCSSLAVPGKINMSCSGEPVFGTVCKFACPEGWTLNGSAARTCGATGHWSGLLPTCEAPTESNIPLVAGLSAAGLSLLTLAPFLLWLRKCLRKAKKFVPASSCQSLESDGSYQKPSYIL
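Read-out: % PE-positive cells | Test system: HUVEC | Doses: One compound dose added by pin transfer | Buffer or medium: EGM-2 over gelatin coat | Signal: Immunofluorescence imaging | Benchmarks: TNF-alpha, DMSO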
EWS-Fli inh – EWS/Fli transcriptional activity inhibition; AID 651661; A673 NR0B1-luciferase reporter, viability-normalised; 350,000 compounds, 0.67% hits; inhibition, % at 12.6 µM;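 active = mean inhibition of at least 50% after viability correction, with every replicate also passing that limit; inconclusive = mean reaches 50% but only one of two replicates passes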;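 also: firefly luciferase signal divided by Alamar Blue viability fluorescence both relative to DMSO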
FN deposit inh – fibronectin deposition inhibition; 350,000 compounds, 0.086% hits; AH1F fibroblasts, Alexa488-fibronectin deposition fluorescence, overnight; AID 743247; inhibition, % at 12.6 µM;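 active = mean inhibition across replicates of 30% or more, regardless of how many single replicates reach that level; inconclusive = mean under 30% yet at least half of replicates reach 30%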;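 also: positive control wells lacked labelled fibronectin entirely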
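Assay system: AH1F fibroblast monolayer, labelled fibronectin deposition. Amount: 10000 cells per well. Also added: labelled fibronectin 24 nM. Compound: single-point pinned compound. Incubation: cell attachment 1 h, compound and FN exposure overnight. Detection: fluorescence after three HBSS washes, excitation 485 nm, emission 525 nm. Read-out: inhibition of fibronectin deposition signal.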
The depositor's hits bear a star; u = inconclusive; x = no result given; & = joins results of further samples; ! = not active in a repeat. An unsorted share of the library; 3% or so of the library scored in one or more.

entry	compound	S100A4 MyoIIA	FN deposit inh	RAD52 anneal inh	Xi reactivation	E-selectin induc	EWS-Fli inh	RAD54 branch	esBAF inh
1	COc1cc2c(cc1OC)C(c1cc(OC)c(OC)cc1[N+](=O)[O-])N(C(C)=O)CC2 (stereo not given)	-4.0	3.0	-9.7	0.0	-0.2	-7.5	x	x
2	N#Cc1cccc(-c2ccc(C3[C@@H]4CN(Cc5ccccc5F)C[C@H]3N4)cc2)c1 (stereo not given in full)	7.0&24.6	4.0&4.3	83.1*!	0.0&0.0	0.2&0.1	-0.8&2.6	x	x
3	COc1ccc(S(=O)(=O)N(C)C[C@@H]2OCCCC[C@@H](C)Oc3ccc(N(C)C)cc3C(=O)N([C@H](C)CO)C[C@@H]2C)cc1	x	x	x	0.0	-0.3	-2.9	x	-1.3
4	CNC(=O)COc1coc(CN2CCN(c3ccccc3OC)CC2)cc1=O	2.1	-1.9	-8.1	-0.1	-0.7	x	-8.7	3.2
5	O=C(/C=C/c1c(Cl)nc2ccccn12)N1CCCCC1	-1.8	x	-6.3	0.2	x	-23.7	x	x
6	CCCN1[C@@H]2c3cccc(=O)n3C[C@@H]2[C@@H](CO)[C@@H]1C(=O)N[C@@H](C)c1ccccc1	8.1	x	-20.9	0.1	-0.5	x	x	x
7	Cc1ccc(OCC(=O)NNC(=O)c2ccc3c(=O)n4c(nc3c2)CCC4)cc1	-1.9	7.5	-7.7	0.0	x	-1.9	6.6	-1.6
8	CC(C)CNC(=O)c1cc(-c2ccc3c(c2)OCO3)on1	6.0	-4.6	-4.1	0.0	-1.7	7.0	-0.1	2.6
9	CC1CC(OCC(O)C[N+]2(C)CCOCC2)CC(C)(C)C1 (stereo not given)	14.7	-10.3	-18.9	0.3	0.0	-1.7	x	x
10	COc1ccc(N/C(=N/c2nc(C)cc(C)n2)NC(=O)Nc2ccc(Cl)c(Cl)c2)c(OC)c1	1.8	2.8	-7.8	0.1	x	-5.3	2.6	x
11	O=C(COc1ccc2c3c(c(=O)oc2c1)CCCC3)NCCCn1ccnc1	0.0	7.0	-15.5	0.3	x	-9.3	17.1	1.1
12	COc1ccc(C(=O)OCC(=O)Nc2ccc(OC)c(S(=O)(=O)N3CCCCC3)c2)cc1[N+](=O)[O-]	1.1	-3.2	-16.8	0.0	-0.1	7.1	-3.3	-6.9
13	Cc1ccc2nc(Cl)c(C#N)cc2c1	-7.9	-2.7	-13.1	0.0	-0.1	-2.0	x	x
14	C[C@@H]1CN([C@H](C)CO)C(=O)c2cc(C#CCC3CCCC3)cnc2O[C@H]1CN(C)S(=O)(=O)c1cccs1	1.1	x	-18.8	0.0	0.8	-1.6	1.5	-10.3
15	Oc1ccc(Cn2ccnc2)c2cccnc12	-1.7	9.1	2.1	0.1	10.0	9.2	x	x
16	CC(=O)OCC12COC3c4ccccc4OC(C)(CC1C)C3C2C (stereo not given)	-1.7	3.5	-12.3	0.1	-0.1	1.2	0.7	8.0
17	C[C@@H]1CN([C@H](C)CO)C(=O)c2cccc(NS(=O)(=O)c3cn(C)cn3)c2O[C@H]1CN(C)Cc1ccc(C(F)(F)F)cc1	-14.3	x	-11.3	0.0	-12.9	-1.3	-2.7	-3.8
18	O=C(CSC1=NS(=O)(=O)c2cc(Cl)ccc2N1)Nc1ccccc1F	8.0	-2.2	-0.1	0.1	0.0	5.1	x	-8.4
19	COC(=O)c1ccc(NC(=S)NC(=O)c2c(-c3ccccc3)noc2C)cc1	-11.6	4.2	-19.0	0.4	7.1	10.5	x	x
20	COc1ccc(-c2nnnn2C)cc1S(=O)(=O)Nc1ccc(C)cc1C	-1.4	x	-6.2	0.0	-0.5	x	-3.7	-0.1
21	O=C(CS(=O)(=O)c1ccccc1)N1CCN(c2ccccc2)CC1	-2.0	-9.0	-7.6	0.0	0.1	-7.9	8.6	15.9
22	Cc1cc(C)c(NC(=O)Cn2c([N+](=O)[O-])cnc2C)c(C)c1	5.9	-1.5	-14.3	-0.1	0.2	8.1	x	x
23	CS(=O)(=O)N1C[C@@H](O)COC[C@H]2O[C@@H](CC(=O)NCc3ccc(-c4ccccc4)cc3)CC[C@@H]21	5.6	5.8	58.7*	0.2	0.4	-6.5	19.3	7.8
24	C[C@H](CO)N1C[C@H](C)[C@H](CN(C)Cc2ccccn2)Oc2ncc(C3=CCCC3)cc2C1=O	-8.1	x	0.8	0.3	-0.1	-9.0	10.2	-5.9
25	C[C@H]1CN([C@@H](C)CO)C(=O)c2cc(NC(=O)NC3CCCCC3)ccc2O[C@@H]1CN(C)S(=O)(=O)c1ccccc1	-5.2	-7.3	-9.9	-0.1	-0.3	4.0	5.7	-1.7
26	O=C(NCc1nnc(SCc2ccccc2)n1-c1ccccc1)C12CC3CC(CC(C3)C1)C2	-2.8	4.4	-0.6	0.0	0.0	16.7	x	x
27	CC(=O)Nc1ccc2c(c1)C(=O)N(C)[C@H]1CC[C@@H](CC(=O)N3CCc4ccccc4C3)O[C@H]1CO2	x	-7.8	x	0.2	-0.1	2.2	-7.7	-4.5
28	O=C(NCc1cccnc1)c1ccc(Cl)c(S(=O)(=O)N2CCCCCC2)c1	6.6	2.5	-12.4	-0.1	2.4	12.7	0.9	-2.6
29	CCCOc1ccc(C(=O)Nc2ccc3c(c2)OCO3)cc1	-0.5	x	-7.4	-0.1	-0.3	5.0	-8.0	20.3
30	Cc1cccc2c1NC(=O)C21OCC(CO)([N+](=O)[O-])CO1 (stereo not given)	-1.3	-8.5	-6.1	0.0	1.9	23.2	-0.2	6.1
31	COc1ccc(C(=O)Nc2ccc(CN3CCS(=O)(=O)CC3)cc2)cc1	-1.1	-3.6	-17.5	0.3	x	9.3	-7.0	x
32	COc1ccc(C(CC(=O)NC(C)c2ccc(-c3ccccc3)cc2)NC(C)=O)cc1 (stereo not given)	4.3	5.1	-11.6	0.1	0.3	2.1	7.3	-4.2
33	COc1ccc(NC(=O)N(C)C[C@@H]2Oc3ccc(NC(=O)Nc4c(C)noc4C)cc3CC(=O)N([C@H](C)CO)C[C@H]2C)cc1	-3.3	-4.2	4.2	-1.1	0.0	-1.1	2.2	-1.8
34	CCNC(=O)C[C@H]1CC[C@@H]2[C@@H](COc3ccc(NC(=O)Nc4cccc(F)c4)cc3C(=O)N2C)O1	-68.8	-24.7	-7.4	0.0	1.5	-1.7	-12.9	-1.8
35	COc1cc2c(C#Cc3cccnc3)c(-c3ccsc3)oc(=O)c2cc1OC	-2.1	-4.8	-10.3	0.0	-0.6	9.8	0.8	-5.0
36	COC(=O)C1(C(F)(F)F)N=C(C(F)(F)F)Nc2ccc(Cl)cc21 (stereo not given)	x	4.7	x	0.1	0.0	x	10.0	-3.4
37	CCCNC(=O)N(C)C[C@@H]1Oc2ncc(C#C[C@H](C)O)cc2C(=O)N([C@@H](C)CO)C[C@H]1C	15.3	-10.1	-7.4	0.0	-0.2	-0.6	4.8	0.5
38	C[C@@H]1CN([C@@H](C)CO)S(=O)(=O)c2ccc(C3=CCCC3)cc2O[C@@H]1CN(C)C(=O)c1ccc(F)cc1	16.2	-10.1	3.4	0.0	-0.3	5.6	3.3	-3.9
39	CC(C)c1ccccc1OCC(=O)Nc1cc(S(=O)(=O)N2CCOCC2)ccc1N1CCCC1	-9.0	-7.8	-60.8	0.0	x	14.7	x	x
40	Cc1nn(C)c(NC(=O)c2ccccc2Cl)c1Br	-1.9	-0.8	-5.8	0.0	0.0	-1.4	1.9	-0.4
41	O=C(N[C@@H]1CC[C@H](CCn2cc(-c3ccccc3)nn2)O[C@H]1CO)c1cnccn1	-4.5	15.0	-0.8	-0.5	-0.2	-1.4	1.6	-1.9
42	Cc1ccccc1CC(=O)N1CCN(C(=O)C2CCCO2)CC1 (stereo not given)	-2.7	x	-12.4	0.1	0.8	2.1	-0.7	x
43	COc1ccccc1-c1nc2c3ccccc3nc(=S)n2[nH]1	-3.2	1.3	-10.8	0.0	0.1	-12.7	5.6	2.7
44	O=C(NC(c1ccc(-c2ccccc2)cc1)c1cnccn1)C1CCN(CCOc2ccc(Cl)cc2Cl)CC1 (stereo not given)	-4.3	-4.0	20.1	0.1	-0.3	4.1	4.3	-8.6
45	COc1ccccc1NC(=O)CCC(=O)OCc1ccc([N+](=O)[O-])cc1	-2.8	10.9	-11.2	0.0	0.8	-2.5	x	x
46	CN(C)C(=O)COC(=O)c1ccccc1NC(=O)c1ccco1	-10.8	x	-7.6	0.0	x	-1.6	x	x
47	O=C1NC(Cc2ccc(O)cc2)c2nc3ccccc3c(=O)n2-c2ncccc21 (stereo not given)	0.5	7.5	-11.8	0.0	0.3	8.3	-4.2	-3.9
48	COc1ccc(CN(C)C[C@@H]2Oc3ccc(N(C)C)cc3CC(=O)N([C@H](C)CO)C[C@H]2C)cc1	32.0	x	-1.2	0.0	u	-3.9	2.1	4.0
49	CO[C@H]1CN(C)C(=O)c2cc(NC(=O)NC3CCCC3)ccc2OC[C@H](C)NC[C@H]1C	12.0	11.3	-19.9	0.1	-0.2	x	x	x
50	CS(=O)(=O)N1CC(C(=O)O)Oc2ccc(CC(=O)O)cc21 (stereo not given)	-1.7	-4.5	-6.8	0.0	x	0.6	x	1.6
51	Cc1ccccc1C(=O)N1CCN(c2ccc(NC(=O)c3ccc([N+](=O)[O-])o3)cc2)CC1	2.0	-2.7	-5.2	0.0	x	60.6*	-9.0	-53.7
52	N#C/C(=C\c1ccc(F)c(Cl)c1)S(=O)(=O)c1ccccn1	-0.3	0.2	-19.2	0.2	x	4.6	x	x
53	CN1C(=O)c2cc(NS(C)(=O)=O)ccc2OC[C@@H]2O[C@H](CC(=O)NCc3ccc(-c4ccccc4)cc3)CC[C@H]21	4.4	-9.5	11.7	0.3	0.8	6.2	-0.6	3.9
54	COc1ccc(-n2nnnc2C(CCc2ccccc2)N2CCN(C/C=C/c3ccccc3)CC2)cc1 (stereo not given)	-4.5	-3.1	-27.6	-0.1	-0.1	10.5	-13.2	-6.1
55	CCCN(CC(=O)Nc1ccccc1C)C(=O)c1nn(CC)c(=O)c2ccccc12	14.8	-0.1	0.1	-0.1	x	-3.1	0.4	5.0
